GASC1 inh: blocks human GASC-1 (KDM4C) demethylase activity | AID 720574 | hit rate 0.15% among 96,000 | Q9H3R0 | GST-KDM4C 2-372, H3K9me3 peptide, LANCE TR-FRET | inhibition, % at 12.5 µM;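 active = mean replicate inhibition above about 25%, with at least 55% of replicates also reaching it, limit read from the data, passing the limit was not always enough; inconclusive = only one of those two conditions met; inactive = neither condition met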
Target sequence (Q9H3R0 2-372 limits assumed): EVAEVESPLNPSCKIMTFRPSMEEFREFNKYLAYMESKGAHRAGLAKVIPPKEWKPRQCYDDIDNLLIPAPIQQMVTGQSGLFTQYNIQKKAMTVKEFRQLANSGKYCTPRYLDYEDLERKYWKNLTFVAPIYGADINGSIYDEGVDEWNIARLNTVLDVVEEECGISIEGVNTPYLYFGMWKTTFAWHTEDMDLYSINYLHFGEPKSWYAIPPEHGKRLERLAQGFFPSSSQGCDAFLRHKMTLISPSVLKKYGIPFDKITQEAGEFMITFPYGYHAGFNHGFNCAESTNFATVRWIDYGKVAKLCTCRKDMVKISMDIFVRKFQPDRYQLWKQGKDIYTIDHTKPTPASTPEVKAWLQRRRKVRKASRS
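System: N-terminal GST-fused human GASC-1 (KDM4C) fragment, residues 2-372 / Amount: 10 nM GST-KDM4C in enzyme reaction / Also added: H3K9me3 peptide with Fe(II)/2OG / Times: 30 min demethylation and 1 h detection at room temperature / Signal: LANCE TR-FRET / Read-out basis: Fall in 671/618 emission ratio as inhibition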
C diff HTS: C. difficile growth inhibition; Clostridium difficile clinical isolate growth, OD600, 24 h; stronger effect = lower value; growth activity, negative = inhibition, % at 16 µg/mL (by protocol); hit rate 0.25% among 86,000; AID 1259249;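 active = mean growth activity at or below -80% and every replicate also at or below -80%; inconclusive = mean at or below -80% but some replicate above -80%; inactive = mean growth activity above -80%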;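 also: 0% = DMSO wells and -100% = levofloxacin 16 µg/mL wells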
T cruzi growth: blocks T. cruzi growth in NIH3T3 culture; T. cruzi beta-gal in NIH3T3, GalScreen luminescence, 90 h; inhibition, % at 8.34 µM; hit rate 5.9% among 77,000; AID 624255;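 active = mean inhibition above about 93%, with at least 55% of replicates each passing it, limit read from the data, passing the limit was not always enough; inconclusive = only one of those two conditions holds; inactive = neither condition holds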
Pf Dd2 inh: inhibitors of Plasmodium falciparum Dd2 growth. P. falciparum Dd2 growth, SYBR Green, 72 h; stronger effect = lower value. activity change, % at 10 µM. hit rate 2.3% among 94,000; in the data active = activity change below about -80%; inconclusive = no clear call, values can overlap the other calls
* marks the source's active call; other numbers are inactive results; ? = inconclusive; . = not tested or not shown; & = joins results of further samples.

Values run as follows: GASC1 inh, T cruzi growth, Pf Dd2 inh, C diff HTS
COc1ccc(NC(=O)Nc2ccc3c(c2)C(=O)N([C@@H](C)CO)C[C@H](C)[C@@H](CN(C)C(=O)Nc2ccc(C(F)(F)F)cc2)OCCCC[C@H](C)O3)cc1
→ 0.7, ?, -82.1*, -6.9
COc1ccccc1NC(=O)N[C@@H]1CC[C@@H](CC(=O)N2CCC(Cc3ccccc3)CC2)O[C@H]1CO
→ 0.8, ., -9.2, -15.0
COc1ccc(NC(=O)Nc2cccc3c2O[C@@H](CN(C)C(=O)Nc2c(C)noc2C)[C@@H](C)CN([C@@H](C)CO)C3=O)cc1
→ 0.9, 3.4, 15.9, -12.0
CCCC#Cc1ccc2c(c1)O[C@H](CN(C)Cc1cncnc1)[C@@H](C)CN([C@@H](C)CO)S2(=O)=O
→ 38.9*, ?, -39.7, 30.4
C[C@H]1CCCCO[C@@H](CN(C)C(=O)c2ccccc2)[C@@H](C)CN([C@@H](C)CO)C(=O)c2cc(NS(=O)(=O)c3cn(C)cn3)ccc2O1
→ 1.3, -55.0, -31.0, .
CCCN(C)C[C@H]1Oc2ncc(Br)cc2C(=O)N([C@@H](C)CO)C[C@@H]1C
→ 3.3, 4.5&-5.2, -17.1&-28.0, 7.2&12.5
CCCC#Cc1cnc2c(c1)C(=O)N([C@@H](C)CO)C[C@H](C)[C@@H](CN(C)C(=O)Nc1ccccc1F)O2
→ 2.8, -2.1, -42.5, -13.5
COCC#Cc1ccc([C@H]2[C@H](CO)N3CCCCN(C(=O)CN(C)C)C[C@@H]23)cc1
→ 0.1, 68.7, 17.3, -2.9
COc1cccc(NC(=O)C[C@H]2CC[C@@H]3[C@@H](COc4ccc(NC(=O)C5CCCCC5)cc4C(=O)N3C)O2)c1
→ -1.4, 46.3, -38.4, -7.7
COc1ccc(NC(=O)N(C)C[C@@H]2OCCCC[C@H](C)Oc3ccc(NS(=O)(=O)c4ccc(F)cc4)cc3C(=O)N([C@@H](C)CO)C[C@@H]2C)cc1
→ 11.7, 38.5, -38.5, 2.1
COCC(=O)N(C)C[C@@H]1Oc2cc(-c3ccccc3)ccc2S(=O)(=O)N([C@@H](C)CO)C[C@@H]1C
→ 0.7, 23.7, -4.3, -2.6
COc1ccc(NC(=O)Nc2ccc3c(c2)CC(=O)N([C@@H](C)CO)C[C@@H](C)[C@@H](CN(C)Cc2ccncc2)O3)cc1
→ -1.3, ., -16.0, 3.6&-4.5
O=C(CC(F)(F)F)N1C[C@H]2[C@@H](c3ccccc31)[C@@H](CO)N2C(=O)C1CC1
→ 5.5, 17.0, -9.3, 2.1
O=C(Nc1ccc(F)cc1)N1C[C@H]2[C@@H](c3ccccc31)[C@@H](CO)N2C(=O)Cc1cccnc1
→ 0.3, -9.0, -6.3, 3.8
COc1ccc(C#Cc2ccc([C@H]3[C@H]4CN(S(=O)(=O)c5cn(C)cn5)CCCCN4[C@H]3CO)cc2)cc1
→ -2.0, 67.0, 29.1, -2.7
O=C(CCN1CCCCC1)N[C@H]1C=C[C@@H](CC(=O)N2CCC(Cc3ccccc3)CC2)O[C@H]1CO
→ -0.4, 29.6, -7.5, .
C[C@@H]1CN([C@H](C)CO)C(=O)c2cc(NC(=O)CCC(F)(F)F)ccc2O[C@H]1CN(C)S(=O)(=O)c1ccc(F)cc1
→ 0.3, 16.6, 8.8, -10.1
C[C@@H]1CN([C@@H](C)CO)C(=O)c2cc(-c3ccc(F)cc3)cnc2O[C@@H]1CN(C)S(C)(=O)=O
→ -3.8, 69.1, -12.4, 7.2
COCCNC(=O)C[C@@H]1C[C@H]2c3cc(NC(=O)CC4CC4)ccc3O[C@H]2[C@H](CO)O1
→ 0.4, 5.0, 26.4, 0.2
O=C(Nc1cc(F)ccc1F)N1CCCCN2[C@H](CO)[C@@H](c3ccc(-c4cncnc4)cc3)[C@H]2C1
→ -0.4, 106.2*, 15.7, -3.8
C[C@@H]1CN([C@@H](C)CO)S(=O)(=O)c2ccc(C#CC(C)(C)O)cc2O[C@H]1CN(C)C(=O)CN(C)C
→ 1.0, -20.9, 31.6, -2.6
COCC(=O)N1CC(=O)N2[C@@H](CO)[C@H](c3ccc(C#CC4CC4)cc3)[C@@H]2C1
→ -0.2, ., -12.9, 7.7
COc1ccc(S(=O)(=O)N(C)C[C@@H]2OCCCC[C@H](C)Oc3ccc(NC(=O)Nc4ccc(F)cc4)cc3C(=O)N([C@@H](C)CO)C[C@@H]2C)cc1
→ -0.3, 115.7*, -78.6, 1.7
C/C=C/c1cnc2c(c1)C(=O)N([C@H](C)CO)C[C@@H](C)[C@H](CN(C)C(=O)C1CCCCC1)O2
→ -3.0, 36.0, -7.4, -0.7
C[C@H]1CN([C@@H](C)CO)S(=O)(=O)c2ccc(-c3ccncc3)cc2O[C@@H]1CN(C)C(=O)CC1CC1
→ 0.1, 88.7, -27.5, 0.4
C[C@H]1CN([C@@H](C)CO)C(=O)Cc2cc(NC(=O)Nc3ccc4c(c3)OCO4)ccc2O[C@H]1CN(C)C(=O)Nc1ccccc1
→ -0.3, -16.2, 34.8, -9.6
CCCNC(=O)N1C[C@H]2[C@@H](c3ccccc31)[C@H](CO)N2C(=O)C1CCOCC1
→ 1.7, 20.2, -7.2, 3.4
CN1C(=O)c2cc(NS(=O)(=O)c3cccc(F)c3)ccc2OC[C@@H]2O[C@@H](CC(=O)N3CCc4ccccc4C3)CC[C@H]21
→ 0.5, 74.0, 8.6, -10.4
CC(C)NC(=O)N(C)C[C@H]1OCCCC[C@@H](C)Oc2ccc(NC(=O)Nc3ccc(F)cc3)cc2C(=O)N([C@@H](C)CO)C[C@H]1C
→ 5.7, 15.0, -46.8, 1.4
CCCN(C)C[C@H]1Oc2cc(C#CC3(O)CCCC3)ccc2S(=O)(=O)N([C@H](C)CO)C[C@H]1C
→ 0.8, -67.7, -71.5, 3.7

An excerpt from above, showing only C diff HTS, T cruzi growth and GASC1 inh.
SMILES	C diff HTS	T cruzi growth	GASC1 inh
C[C@@H]1CN([C@@H](C)CO)S(=O)(=O)c2ccc(C#CC(C)(C)O)cc2O[C@H]1CN(C)C(=O)CN(C)C	-2.6	-20.9	1.0
COCC(=O)N1CC(=O)N2[C@@H](CO)[C@H](c3ccc(C#CC4CC4)cc3)[C@@H]2C1	7.7	.	-0.2

Additional results
Values run as follows: GASC1 inh, T cruzi growth, Pf Dd2 inh, C diff HTS
C[C@H](CO)N1C[C@H](C)[C@@H](CN(C)Cc2ccc(C(F)(F)F)cc2)Oc2ccc(NS(=O)(=O)c3ccc(Cl)cc3)cc2CC1=O
→ -0.6, -28.9, -27.7, 74.1
COCC(=O)Nc1ccc2c(c1)C(=O)N(C)C[C@@H](OC)[C@H](C)CN(C(=O)c1cccnc1)[C@H](C)CO2
→ 2.0, -3.5, -43.3, .
Cc1cc(C(=O)Nc2ccc3c(c2)C(=O)N(C)[C@@H]2CC[C@@H](CC(=O)N[C@H](C)c4ccccc4)O[C@@H]2CO3)no1
→ -0.3, 23.0, -9.0, -3.8
N#C[C@H]1[C@@H](c2ccc(-c3ccncc3)cc2)[C@@H](CO)N1C(=O)C1CCC1
→ 0.5, -3.7, 18.3, 6.2
COc1cccc(S(=O)(=O)N[C@H]2C=C[C@H](CC(=O)NCc3ccccc3)O[C@@H]2CO)c1
→ -3.3, -21.2, 12.3, 5.5
O=C(Nc1ccc2c(c1)[C@H]1C[C@@H](CC(=O)N3CCCCC3)O[C@H](CO)[C@H]1O2)c1ccc2c(c1)OCO2
→ -1.0, 29.5, -12.6, -0.3
C[C@H](CO)N1C[C@H](C)[C@H](CN(C)C(=O)Nc2ccc3c(c2)OCO3)Oc2c(NS(=O)(=O)c3ccccc3)cccc2C1=O
→ ., 14.3, 0.5, -0.5
Cc1noc(C)c1NC(=O)Nc1ccc2c(c1)CC(=O)N([C@@H](C)CO)C[C@H](C)[C@@H](CN(C)C(=O)NC1CCCCC1)O2
→ 0.0, 18.9, 31.8, -8.4
O=C(C[C@H]1CC[C@@H](NC(=O)C2CCC2)[C@@H](CO)O1)NC1CCC1
→ 1.4, ., 6.2, 5.9
CNC[C@H]1Oc2ccc(NC(=O)CCN3CCOCC3)cc2C(=O)N([C@H](C)CO)C[C@@H]1C
→ 0.6, 52.9, -1.9, 1.0
COc1cccc(NC(=O)N(C)C[C@@H]2Oc3cc(-c4ccccc4OC)ccc3S(=O)(=O)N([C@@H](C)CO)C[C@@H]2C)c1
→ -2.1, ., -51.3, -4.3
C[C@@H]1CN([C@@H](C)CO)C(=O)Cc2cc(NS(=O)(=O)c3cccs3)ccc2O[C@@H]1CN(C)S(C)(=O)=O
→ 1.6, -11.8, 7.4, -8.8
C[C@H]1CN([C@@H](C)CO)C(=O)Cc2cc(NS(=O)(=O)c3ccc(Cl)cc3)ccc2O[C@@H]1CN(C)C(=O)Nc1cccc2ccccc12
→ -3.4, 11.2, -34.0, 4.0
O=C(C[C@@H]1CC[C@@H]2[C@H](COC[C@@H](O)CN2C(=O)c2cnccn2)O1)NCc1ccc(F)cc1
→ 0.8, -41.8, ., -1.1&-12.3
C[C@H]1CN([C@@H](C)CO)C(=O)CCCn2cc(nn2)CO[C@@H]1CN(C)C(=O)NC1CCCCC1
→ ., -19.2, -2.5, 0.6
CCS(=O)(=O)N1CCCCN2[C@@H](CO)[C@@H](c3ccc(-c4ccc(C#N)cc4)cc3)[C@@H]2C1
→ -2.2, 98.8*, -50.7, 6.1
CO[C@@H]1CN(C)C(=O)c2cc(NC(=O)Nc3cc(F)ccc3F)ccc2OC[C@@H](C)N(C(=O)c2ccccn2)C[C@H]1C
→ -0.7, 36.5, 45.5, -1.8
CC(C)NC(=O)N(C)C[C@H]1Oc2ccc(NS(=O)(=O)c3cn(C)cn3)cc2C(=O)N([C@H](C)CO)C[C@H]1C
→ -0.3, -2.2, 21.1, -3.2
C[C@H](CO)N1C[C@H](C)[C@H](CN(C)Cc2ccc3c(c2)OCO3)Oc2c(NC(=O)Nc3cccc4ccccc34)cccc2C1=O
→ -0.6, 72.1, -19.6, -1.8
C[C@@H]1CCCCO[C@H](CN(C)Cc2ccc(Cl)c(Cl)c2)[C@@H](C)CN([C@@H](C)CO)C(=O)c2cc(NS(C)(=O)=O)ccc2O1
→ 15.3, 63.7, -68.5, -11.6
C[C@@H]1CN([C@@H](C)CO)C(=O)c2cc(C#Cc3ccccc3F)cnc2O[C@H]1CN(C)C(=O)Cc1ccccc1
→ 0.0, 119.8*, -27.1, -5.8
CC(C)[C@H](C)NC(=O)N(C)C[C@H]1OCc2ccccc2-c2c(n(C)c3ccccc23)C(=O)N([C@@H](C)CO)C[C@@H]1C
→ 0.2, 15.8, -63.1, .
CO[C@@H]1CN(C)C(=O)c2ccc(NC(=O)NC(C)C)cc2OC[C@H](C)N(CCC(F)(F)F)C[C@H]1C
→ -1.0, 23.5, -13.1, .
C[C@H](CO)N1C[C@H](C)[C@@H](CN(C)S(=O)(=O)c2cccc(F)c2)Oc2ncc(C#CC3CCCC3)cc2C1=O
→ 2.3, 118.7*, -71.8, 0.7
COc1cccc(CNC(=O)C[C@@H]2CC[C@H]3[C@H](COc4ccc(NC(C)=O)cc4C(=O)N3C)O2)c1
→ -0.1, 13.6, 2.5, -0.1
CC(=O)N(C)C[C@H]1Oc2cc(C#CC(C)(C)O)ccc2S(=O)(=O)N([C@@H](C)CO)C[C@@H]1C
→ 1.0, ., -4.7, -1.2
O=C(Nc1cccc(Cl)c1)N[C@@H]1CC[C@H](CCn2cc(Cc3ccccc3)nn2)O[C@H]1CO
→ -2.4, -13.7, -8.7, .
COc1ccc(-c2cnc3c(c2)C(=O)N([C@H](C)CO)C[C@@H](C)[C@H](CN(C)C(=O)Cc2ccccn2)O3)cc1
→ 3.4, 18.7, -4.7, -5.6
COc1ccccc1NC(=O)N1CC(=O)N2[C@H](C1)[C@H](c1ccc(-c3ccc(F)cc3)cc1)[C@@H]2CO
→ -1.8, ., -8.1, 8.6
O=C(C[C@H]1CC[C@H]2[C@@H](COC[C@@H](O)CN2C(=O)c2ccncc2)O1)NCc1ccc(-c2ccccc2)cc1
→ -0.4, -11.0, -9.2, 1.3
C[C@H](CO)N1C[C@H](C)[C@H](CN(C)S(=O)(=O)c2ccc(F)cc2)Oc2ccc(NC(=O)Cc3cn(C)c4ccccc34)cc2C1=O
→ 0.7, 75.8, -57.5, 6.8
CCNC(=O)C[C@H]1CC[C@H]2[C@H](COc3ccc(NC(=O)c4ccc(F)c(F)c4)cc3C(=O)N2C)O1
→ 1.4, -6.9, -6.3, 3.1
CC(C)NC(=O)Nc1ccc2c(c1)CC(=O)N([C@@H](C)CO)C[C@H](C)[C@@H](CN(C)S(=O)(=O)c1cn(C)cn1)O2
→ 1.4, -12.7, 21.8, -2.0
O=C(C[C@@H]1CC[C@@H](NS(=O)(=O)c2ccccc2)[C@@H](CO)O1)NCc1ccncn1
→ -1.1, -28.2, 17.3, 1.5
C[C@@H]1CN([C@H](C)CO)C(=O)c2cccc(NC(=O)c3nc4ccccc4s3)c2O[C@@H]1CN(C)S(=O)(=O)c1ccc(Cl)cc1
→ -2.3, 76.5, -62.7, 11.6
OC[C@@H]1[C@H](c2ccc(-c3ccccc3F)cc2)[C@H]2CN(Cc3cncnc3)CCCCN12
→ 1.1, 110.2*, -17.5, -11.1

Source: PubChem
